Screens: PubChem, Sanford-Burnham Center for Chemical Genomics
EBI2 block – EBI2 receptor antagonists, beta-arrestin recruitment, primary screen, cell-based, luminescence, 7a,25-OHC stimulation, uHTS; 7a,25-OHC stimulated; inhibition, % at 5 µM; hit rate 0.81% among 360,000; AID 651636, 2012; G-protein coupled receptor 183 (Homo sapiens), P32249; in the data active means inhibition above about 38%;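 further: enzyme fragment complementation signal reports receptor beta-arrestin coupling in cells; 0% = agonist plus DMSO wells and 100% = wells without agonist; some results beyond the cut were filed as inactive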
Target sequence (P32249 whole entry, looked up, the tested form may be a part): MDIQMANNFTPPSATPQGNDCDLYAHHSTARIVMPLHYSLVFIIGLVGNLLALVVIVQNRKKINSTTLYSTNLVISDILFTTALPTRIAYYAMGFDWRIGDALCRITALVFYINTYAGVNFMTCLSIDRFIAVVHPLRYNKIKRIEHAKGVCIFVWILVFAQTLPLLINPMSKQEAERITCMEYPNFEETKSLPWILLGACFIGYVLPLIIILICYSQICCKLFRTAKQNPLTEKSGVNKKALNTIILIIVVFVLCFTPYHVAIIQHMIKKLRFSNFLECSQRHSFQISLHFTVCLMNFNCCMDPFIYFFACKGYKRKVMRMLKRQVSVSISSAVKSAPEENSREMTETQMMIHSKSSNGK
Jurkat NFkB inh – inhibitors of induced NF-kB luciferase reporter, primary screen, TCR NF-kB activation inhibitor project, cell-based, luminescence, uHTS. AID 435003, 2010. Jurkat, PMA/ionomycin-induced NF-kB luciferase reporter. inhibition, % at 4 µM. hit rate 0.53% among 330,000
UBC13 inh – UBC13 polyubiquitin chain formation inhibitors, primary screen, biochemical, TR-FRET, uHTS; Ubiquitin-conjugating enzyme E2 N (Homo sapiens), P61088; inhibition, % at 20 µM; hit rate 0.47% among 330,000; in the data active means inhibition above about 45%, passing the limit was not always enough; inconclusive means no clear call, values can overlap the other calls
Target sequence (P61088 whole entry, looked up): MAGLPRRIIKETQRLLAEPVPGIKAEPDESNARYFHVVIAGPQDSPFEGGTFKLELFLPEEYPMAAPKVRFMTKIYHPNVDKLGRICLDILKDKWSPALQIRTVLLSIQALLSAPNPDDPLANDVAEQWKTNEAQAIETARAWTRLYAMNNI
697 NFkB inh – inhibitors of PMA/ionomycin-induced NF-kB reporter, 697 cells, primary screen, B-cell NF-kB inhibitor project, cell-based, luminescence, uHTS. 697 B-cell NF-kB luciferase reporter, 16 h. inhibition, % at 4 µM. hit rate 0.33% among 330,000. AID 435022, 2010; in the data active means inhibition above about 35%
Gli-Sufu block – Gli-Sufu pathway antagonists, primary screen, luciferase luminescence, Sufu-KO-LIGHT cells, uHTS; inhibition, % at 5 µM; Sufu-KO-LIGHT fibroblasts, Gli luciferase reporter luminescence; hit rate 0.74% among 340,000;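 active means inhibition above about 55%, limit read from the data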;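 further: 0% = DMSO-treated cells and 100% = wells with medium but no cells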
SENP8 block – SENP8 protease inhibitors, primary screen, biochemical, luminescence | Sentrin-specific protease 8 (Homo sapiens), Q96LD8 | purified SENP8, Z-RLRGG-aminoluciferin cleavage | inhibition, % at 10 µM | hit rate 1.2% among 330,000 | AID 2540, 2010
Target sequence (Q96LD8 whole entry, looked up): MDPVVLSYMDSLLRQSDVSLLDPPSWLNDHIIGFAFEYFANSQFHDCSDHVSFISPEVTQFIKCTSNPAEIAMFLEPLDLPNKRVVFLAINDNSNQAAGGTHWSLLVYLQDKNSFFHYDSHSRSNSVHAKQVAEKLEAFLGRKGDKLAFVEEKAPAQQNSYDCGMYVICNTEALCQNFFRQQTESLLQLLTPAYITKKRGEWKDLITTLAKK
Apaf1 inhib – inhibitors of human Apaf-1 apoptosome, primary screen, biochemical, DEVD-Rh110 fluorescence, uHTS; hit rate 0.71% among 330,000; inhibition, % at 20 µM; reconstituted apoptosome caspase-3 activity; Apoptotic protease-activating factor 1 (Homo sapiens), O14727; active means inhibition of at least 40% at 20 µM;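 further: plate controls were DMSO wells for no effect and DEVD-CHO caspase inhibitor wells for full effect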
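Assay system: Apoptosome proteins | Medium: pH 7.5 Hepes buffer with CHAPS, BSA, DTT | Also added: Cytochrome c and DEVD-Rh110 substrate | Times: 30 min plus 50 min, RT | Detection: Rhodamine 110 fluorescence at Ex 480/Em 540 nm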
CCR6 antagonist – CCR6 receptor antagonists, primary screen, cell-based, CHO-K1, luminescence, beta-arrestin, uHTS; C-C chemokine receptor type 6 (Homo sapiens), P51684; CHO-K1 CCR6 PathHunter beta-arrestin, CCL20-stimulated; inhibition, % at 20 µM; hit rate 0.49% among 340,000; AID 493098, 2011;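 active means compounds whose inhibition of the agonist-driven luminescence signal at 20 µM reaches about 50%, limit read from the data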;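 further: cells stimulated with CCL20 at 14 nM final; plate controls were DMSO with CCL20 for no effect and DMSO without agonist for full effect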
The depositor's hits bear a star; ? = inconclusive; nt = not tested or not shown. Unless noted, no stated cut-off is given here; in the data, active means inhibition above about 50%; inactive means the rest. Some of the compounds tested. The share of hits here may be higher or lower than overall.

Start of the listing, in advance (five entries):
SMILES	EBI2 block	Jurkat NFkB inh	UBC13 inh	697 NFkB inh	Gli-Sufu block	SENP8 block	Apaf1 inhib	CCR6 antagonist
Cc1noc(C)c1CSc1nnc(-c2cccnc2)n1C1CCCCC1C (stereo not given)	6	8	-4	2	8	4	11	-1
COc1cccc(/C=N/n2cnc3cc(C)c(C)cc32)c1OC	17	-21	11	-34	-8	-8	8	13
O=C(CCCN1C(=O)c2cccc3cccc(c23)C1=O)NCc1cccnc1	-7	1	2	12	5	0	-16	1
CCCCn1c(-c2nn(C)cc2Cl)n[nH]c1=S	-11	5	2	9	23	3	-1	10
COCCOC1CCN(C(=O)C2CCC(=O)N(CCc3ccccc3)C2)CC1 (stereo not given)	9	3	2	6	-7	-13	4	12

Main list (from the top)
SMILES	EBI2 block	Jurkat NFkB inh	UBC13 inh	697 NFkB inh	Gli-Sufu block	SENP8 block	Apaf1 inhib	CCR6 antagonist
Cc1noc(C)c1CSc1nnc(-c2cccnc2)n1C1CCCCC1C (stereo not given)	6	8	-4	2	8	4	11	-1
COc1cccc(/C=N/n2cnc3cc(C)c(C)cc32)c1OC	17	-21	11	-34	-8	-8	8	13
O=C(CCCN1C(=O)c2cccc3cccc(c23)C1=O)NCc1cccnc1	-7	1	2	12	5	0	-16	1
CCCCn1c(-c2nn(C)cc2Cl)n[nH]c1=S	-11	5	2	9	23	3	-1	10
COCCOC1CCN(C(=O)C2CCC(=O)N(CCc3ccccc3)C2)CC1 (stereo not given)	9	3	2	6	-7	-13	4	12
CC(=O)N1c2ccc(S(=O)(=O)NCCC(=O)Nc3ccc(C)c(Cl)c3)cc2CC1C (stereo not given)	-6	21	1	9	9	-4	4	8
O=C1CCC(C(=O)NCCCn2ccnc2)N1 (stereo not given)	-7	9	2	13	8	-3	-5	-9
COc1cc(C(=O)NCc2nnc(SCC(=O)Nc3cccc(C(F)(F)F)c3)o2)cc(OC)c1OC	-17	21	-6	-11	-2	0	-2	12
CC(OC(=O)Cn1[nH]c(=O)c2ccccc2c1=O)C(=O)Nc1ccc(F)cc1Cl (stereo not given)	10	-1	4	15	-22	-3	6	15
COc1ccccc1C(=O)Nc1ccc(Br)cc1C	8	-22	-3	-14	-41	1	11	-11
CCOC(=O)c1[nH]c(C)c(C(=O)NCc2ccccn2)c1C	1	-6	-6	16	3	-3	1	-15
CC(C)(O)C#Cc1ccc(C(=O)N2CCC(CCC(=O)NC3CC3)CC2)cc1	-12	8	3	17	-9	-2	-12	-7
CCCCN(C(=O)CSc1ncn[nH]1)c1c(N)n(Cc2ccccc2)c(=O)[nH]c1=O	4	3	6	4	-2	-2	7	-4
Cc1cc(NC(=O)Cc2ccccc2C)no1	4	9	5	0	-5	0	-1	-2
Cc1cc(NC(=S)NC(=O)/C=C/c2ccc(S(=O)(=O)N3CCOCC3)cc2)ccc1Br	22	1	-11	10	24	3	25	43
CCCCN(CCCC)Cc1ccc(C(=O)NN)o1	1	-8	-4	0	-7	-5	-14	5
O=C(Nc1nc2c(s1)CCCC2)c1cc(-c2ccccc2)nc2ccccc12	-15	14	-8	-18	0	-4	-7	8
CC1=C(C(=O)Nc2cccc(C(=O)NC3CCCC(C)C3C)c2)SCCO1 (stereo not given)	11	-6	8	-21	0	-8	0	28
CCOC(=O)c1sc(NC(=O)CCCn2nc([N+](=O)[O-])cc2C)c(C(=O)OCC)c1C	26	-14	3	-15	10	-3	-21	11
CN(CC(=O)Nc1ccc(F)cc1)C(=O)c1cc(-c2cccs2)nn1-c1ccccc1	-1	1	1	-2	4	-2	15	8
CCc1ccc(NS(=O)(=O)c2cccc3nsnc23)cc1	1	-21	3	-6	-11	2	6	14
Cc1cc(NC(=O)CSc2nc3cc(Cl)ccc3c(=O)n2C(C)C)no1	-9	12	4	-5	-1	0	-12	-5
Cn1c(=O)c(C(=O)CCl)c(N)n(Cc2ccccc2)c1=O	-10	-2	3	23	1	6	1	-5
CC(CCc1ccccc1)NC(=O)COC(=O)CC1CC2CCC1C2 (stereo not given)	-5	-1	-3	8	-2	0	16	6
O=C(COC(=O)c1ccc(F)cc1)Nc1ccccc1N1CCOCC1	0	-9	-4	-3	-5	-4	16	-13
c1ccc(CN2CCN(C3CCCSc4ccccc43)CC2)cc1 (stereo not given)	9	-6	10	-15	13	0	2	15
CCc1ccccc1NC(=O)CSc1nc2ccccc2nc1N1CCOCC1	15	-9	15	-16	12	-14	23	17
CCOC(=O)/C(C#N)=C\c1ccc(N2CCN(C)CC2)cc1	13	-9	-10	-19	4	-2	-23	14
COc1ccc(Cc2c(O)nc(SCC(=O)NC(C)(C)C)[nH]c2=O)cc1	-7	-8	-12	20	0	-14	3	-2
COc1cc(C2NC(=O)NC(C)=C2C(C)=O)cc(OC)c1OC (stereo not given)	-4	17	20	12	-6	-2	-17	-6
CCOC(=O)c1cccc(N2C(=O)C3C(C(=O)NC4CC4)C4(C)C=CC3(O4)C2C(=O)NC(C)(C)C)c1 (stereo not given)	-2	0	-1	-3	34	4	11	-8
COc1ccc(C2=NOC(C(=O)NCc3ccco3)C2)cc1 (stereo not given)	2	41	2	-31	-17	-8	8	0
CCc1ccccc1NC(=O)CCc1nc(-c2ccc(C)cc2)no1	4	2	7	13	-20	1	5	-10
COc1cc(/C=N/NC(=O)Cn2cnc3c2c(=O)n(C)c(=O)n3C)ccc1O	-6	-1	-13	6	-3	-4	-12	8
COc1ccc(C2Nc3ccccc3C(=O)N2NS(=O)(=O)c2ccccc2)cc1OC (stereo not given)	6	6	16	4	0	-2	5	-6
O=C(CC(SCCO)c1ccc2c(c1)OCO2)c1cccs1 (stereo not given)	1	-72	-5	-74	-56	17	-2	21
CCC(=O)Nc1ccc(N2CCN(C(=O)c3ccco3)CC2)c(Cl)c1	12	20	7	4	4	-1	-8	4
CCCn1c(C(C)Nc2nc(-c3ccc(C)cc3)cs2)nc2cc(Cl)c(Cl)cc21 (stereo not given)	0	22	-1	4	6	-8	6	14
COC(=O)CNC(=O)CSc1nc(N)cc(=O)[nH]1	-2	0	8	16	4	2	-7	-5
COc1cc(C(=O)Nc2ccc(-n3cnnn3)c(C)c2)cc(OC)c1OC	-4	-4	-2	0	18	-4	-1	1
COc1ccccc1Nc1nc(NCC(C)C)nc(N)c1[N+](=O)[O-]	-3	20	18	-13	-6	-2	26	6
COc1ccccc1NC(=O)C1C2C=CC3(CN(Cc4cccnc4)C(=O)C13)O2 (stereo not given)	-9	3	4	1	2	0	-1	-2
CC(=O)c1ccc(Sc2ccccc2)cc1	7	7	?	9	-6	-9	1	4
COc1ccc(NC(=O)N(C)C[C@H]2Oc3ccc(NC(=O)Cn4cnnn4)cc3C(=O)N([C@H](C)CO)C[C@@H]2C)cc1	-12	-9	-2	-11	3	11	10	-4
Cc1cc(NC(=O)CCC(=O)N(C(C(=O)NC(C)(C)C)c2ccccc2Cl)C(C)(C)C)no1 (stereo not given)	5	2	-4	10	-5	4	-3	-23
CCS(=O)(=O)NCCc1csc(-c2ccc(OC)c(OC)c2)n1	-10	-5	-3	13	6	-8	-4	8
COc1ccccc1N(C)S(=O)(=O)c1ccc(Cl)c(C(=O)NCc2ccco2)c1	5	-13	-3	-1	-3	-6	17	5
Cn1nccc1NC(=O)CSCC(=O)O	3	-6	3	6	8	-3	0	5
C=CCc1cccc2cc(C(=O)N3CCN(C(=O)c4ccco4)CC3)c(=O)oc12	-4	-9	1	13	-11	7	-3	10
CCC(C)[C@H](NC(=O)OC(C)(C)C)C(=O)N/N=C/c1ccc2nccnc2c1 (stereo not given in full)	-13	-5	-6	17	-5	1	-25	-8
COc1ccc(-n2c(-c3cccc(C)c3[N+](=O)[O-])n[nH]c2=S)cc1	-1	-12	3	11	-3	8	2	26
COc1ccccc1OCCCn1c(=O)oc2ccccc21	1	-7	2	-8	-1	-4	-13	10
Cc1ccc(C(=O)C(C)OC(=O)c2cc(=O)[nH]c3ccccc23)cc1 (stereo not given)	6	1	14	6	-20	-8	16	16
CNc1nc(N)c([N+](=O)[O-])c(N2CCCCCC2)n1	1	-3	5	-12	10	11	2	1
COc1cccc(C2CC(C(F)(F)F)n3nc(C(=O)NCc4cccnc4)cc3N2)c1 (stereo not given)	3	13	2	-11	-31	-4	-12	9
O=C1C2C(C(=O)N1c1ccc3c(c1)OCO3)C1C=CC2C12CC2 (stereo not given)	7	-3	1	3	0	-1	-3	-5
COc1ccc(N(C)C(=O)C2CCCN2S(=O)(=O)c2cccc3nsnc23)cc1 (stereo not given)	-1	-1	0	6	0	-5	-12	8
Cc1ccc2c(n1)CC(C)(C)CC2=O	3	-5	47*	6	5	3	-1	3
Cc1cc(-n2nc(C)cc2C)n2nc(C)c(-c3ccccc3)c2n1	-11	8	1	5	0	-16	6	4
CN(C)c1ccc(-c2nnn(CC(=O)Nc3ccc4c(c3)OCCO4)n2)cc1	-9	3	4	-5	-1	-2	-7	1

Going on with the list:
SMILES	EBI2 block	Jurkat NFkB inh	UBC13 inh	697 NFkB inh	Gli-Sufu block	SENP8 block	Apaf1 inhib	CCR6 antagonist
Cc1ccc(S(=O)(=O)Nc2c(NC3CCCCC3)c3ccccc3oc2=O)c(C)c1	-6	13	-5	-9	-6	7	20	5
COc1ccc(/C=C/C(=O)N2CC(C)OC(C)C2)cc1OC (stereo not given)	-1	18	6	9	nt	-9	-7	9
O=C(Nc1ccc(N2CCOCC2)cc1)c1cccc(S(=O)(=O)N2CCCCCC2)c1	4	8	-1	-46	7	-2	9	6
O=C1c2cccc3cccc(c23)C(=O)N1CC1CCN(CC(O)COc2ccc3ccccc3c2)CC1 (stereo not given)	57*	32	79*	-15	7	-4	36	10
CCOc1ccccc1N1CCN(C(=S)NCc2ccccc2)CC1	2	-11	-4	-8	7	-17	14	5
O=C(/C=C/c1c(F)cccc1Cl)NCCCN1CCOCC1	30	-2	-1	3	7	-10	-3	3
O=C(O)c1n[nH]c2ccccc12	2	-6	-1	6	-2	-5	5	11
C/C(=N/NC(=O)c1ccc(Cl)s1)c1ccc(NC(=O)COc2ccc(Cl)cc2)cc1	6	-15	-6	-28	-8	-1	14	5
CCN(CC)C(=O)CSC(=Nc1ccccc1F)NC#N	3	-54	-6	-45	-35	-4	-52	-6
Cc1cc(C)n(CCC(=O)N2CCN(S(=O)(=O)c3ccccc3)CC2)n1	16	25	4	28	22	6	-4	9
CCOc1ccc(N2C(=O)CC(N3CCN(c4ccccc4F)CC3)C2=O)cc1 (stereo not given)	0	2	8	-12	4	-6	7	17
COc1ccc(C2NC(=O)NC(C)=C2C(=O)Nc2cccc(C)c2C)cc1 (stereo not given)	-6	10	4	24	1	-3	4	12
Cc1ccc(S(=O)(=O)N2CCN(C(=O)CN3CCCCC3)C2C(C)C)cc1 (stereo not given)	9	-4	6	-8	0	-2	-15	8
Cc1cc(F)ccc1S(=O)(=O)NCC(c1ccc2c(c1)OCO2)N1CCOCC1 (stereo not given)	-6	2	-4	-1	-12	-11	14	11
CCOC(=O)c1sc(NC(=S)NC(=O)c2cccc(OC)c2)nc1C	1	1	-10	-39	1	10	8	11
CC(=O)OCc1cc2cc(C)ccc2[nH]c1=O	1	-3	3	24	-6	4	1	8
O=C(CN1C(=O)c2ccccc2C1=O)Nc1cccc(O)c1	-2	-24	-12	-14	-9	-12	10	2
O=C(CNS(=O)(=O)c1ccccc1)Nc1ccc(C(F)(F)F)cc1	-2	-14	10	2	-9	-4	10	10
O=C(CSc1nnc(Cc2cc(=O)[nH]c(=O)[nH]2)n1-c1ccc(Cl)cc1)N1CCc2ccccc21	nt	-2	-7	21	nt	6	-7	nt
